Nrf2 block: Nrf2 qHTS screen for inhibitors; A549 ARE-Fluc reporter, luciferase luminescence, 18-24 h; Potency, µM (top dose mostly 46 µM), without a hit: at the top dose activity change, negative = inhibition, hits mostly inhibitors; 360,000 compounds, 2.1% hits; AID 504444, 2011; also: potency is read from the fitted curve at half-maximal effect; % is scaled to controls: 0 for no effect and ±100 for the full control effect; nearly all actives have a fitted effect of over 60% in size
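Reporter: ARE-Fluc in A549. Exposure: 18-24 h, 37 °C, 5% CO2, 5% FBS OPTI-MEM. Readouts: fluorescent cytotoxicity (CellTiter-Fluor), then luminescent Nrf2 signal after BugLite.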
MmCpn inh: Inhibitors of TCP-1 ring complex (TRiC) of Methanococcus maripaludis (MmCpn): qHTS | Chaperonin Mm-Cpn (Methanococcus maripaludis) | purified Mm-Cpn ATPase, ADP Transcreener TR-FRET | Potency, µM (doses to about 76.9 µM), for inactives: top-dose activity, negative = inhibition, usual class: inhibitors | 330,000 compounds, 0.031% hits | AID 504842, 2011; also: potency is read from the fitted curve at half-maximal effect; % is scaled to controls: 0 for no effect and ±100 for the full control effect; nearly all actives have a fitted effect of over 80% in size
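Purified archaeal chaperonin (25 nM final) was preincubated with compound for 10 min at 37°C, then ATP (10 uM final) was added for 30 min at 37°C in Tris pH 7.4/KCl/MgCl2/DTT buffer. ADP was quantified by HTRF Transcreener TR-FRET.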
Nrf2 ARE act: qHTS of Nrf2 Activators; AREc32 ARE-luciferase reporter (MCF7-derived line), luminescence, 24 h; Potency, µM (top dose mostly 46.1 µM), for inactives: at the highest dose activation, usual class: activators; 410,000 compounds, 0.31% hits; also: potency is read from the fitted curve at half-maximal effect; % of control where 0% means no effect; nearly all actives have a fitted effect of over 65% in size
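AREc32 cells carrying an ARE-driven firefly luciferase reporter were seeded at 1000 cells/well in OPTI-MEM with 5% FBS, then exposed to compound for 24 hr at 37 deg C. Luminescence was read with Steady-Glo after 30 min at RT.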
TGFb SMAD3 inh: qHTS for Inhibitors of TGF-b. Potency, µM (top dose mostly 46.1 µM), inactives show at the highest dose activity, negative = inhibition, actives largely listed as inhibitors. 410,000 compounds, 1.2% hits. AID 588855, 2011. HepG2 CAGA-GFP TGF-b/SMAD3 reporter, GFP fluorescence, 18 h; TGF-beta stimulated, 500 pg/mL final; also: potency is read from the fitted curve at half-maximal effect; % is scaled to controls: 0 for no effect and ±100 for the full control effect; nearly all actives have a fitted effect of over 65% in size
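Per well, imaged GFP fluorescence of HEPG2 CAGA-GFP cells gives the signal; cells get compound, then TGF-beta (500 pg/mL final), 18 h at 37 degrees C; %Activity versus -TGF-beta and +DMSO controls.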
Akt phos inh: HTS Assay for Inhibitors of Akt Phophorylation: Primary Screen; 360,000 compounds, 0.32% hits; activity change, % for hits at 50 µM; Neuro2A IGF-stimulated pAkt S473 HTRF, 20 min; hits give low values; in the data active = activity change below about -80%; inconclusive = mostly about -51% to -80%; also: % is scaled to controls: 0 for no effect and ±100 for the full control effect
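Single-point screen (50 µM final compound) in Neuro2A cells stimulated 20 min with 6 nM IGF at 37 deg C. After lysis, Ser473-phosphorylated Akt read by HTRF (ex 330 nm, em 615/665 nm) as the 665/615 ratio.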
EPAC2 agonist: qHTS for Agonist of cAMP-regulated guanine nucleotide exchange factor 4 (EPAC2): primary screen | Rap guanine nucleotide exchange factor 4 (Homo sapiens), Q8WZA2 | EPAC2 activation, biochemical qHTS; response scale: 100% = 6.5 mM cAMP response | Potency, µM (top dose mostly 154 µM), for inactives: at the top dose activation, actives largely listed as activators | 360,000 compounds, 0.079% hits | AID 720711, 2013; also: potency is read from the fitted curve at half-maximal effect; nearly all actives have a fitted effect of over 50% in size
Target sequence (Q8WZA2 whole entry, looked up): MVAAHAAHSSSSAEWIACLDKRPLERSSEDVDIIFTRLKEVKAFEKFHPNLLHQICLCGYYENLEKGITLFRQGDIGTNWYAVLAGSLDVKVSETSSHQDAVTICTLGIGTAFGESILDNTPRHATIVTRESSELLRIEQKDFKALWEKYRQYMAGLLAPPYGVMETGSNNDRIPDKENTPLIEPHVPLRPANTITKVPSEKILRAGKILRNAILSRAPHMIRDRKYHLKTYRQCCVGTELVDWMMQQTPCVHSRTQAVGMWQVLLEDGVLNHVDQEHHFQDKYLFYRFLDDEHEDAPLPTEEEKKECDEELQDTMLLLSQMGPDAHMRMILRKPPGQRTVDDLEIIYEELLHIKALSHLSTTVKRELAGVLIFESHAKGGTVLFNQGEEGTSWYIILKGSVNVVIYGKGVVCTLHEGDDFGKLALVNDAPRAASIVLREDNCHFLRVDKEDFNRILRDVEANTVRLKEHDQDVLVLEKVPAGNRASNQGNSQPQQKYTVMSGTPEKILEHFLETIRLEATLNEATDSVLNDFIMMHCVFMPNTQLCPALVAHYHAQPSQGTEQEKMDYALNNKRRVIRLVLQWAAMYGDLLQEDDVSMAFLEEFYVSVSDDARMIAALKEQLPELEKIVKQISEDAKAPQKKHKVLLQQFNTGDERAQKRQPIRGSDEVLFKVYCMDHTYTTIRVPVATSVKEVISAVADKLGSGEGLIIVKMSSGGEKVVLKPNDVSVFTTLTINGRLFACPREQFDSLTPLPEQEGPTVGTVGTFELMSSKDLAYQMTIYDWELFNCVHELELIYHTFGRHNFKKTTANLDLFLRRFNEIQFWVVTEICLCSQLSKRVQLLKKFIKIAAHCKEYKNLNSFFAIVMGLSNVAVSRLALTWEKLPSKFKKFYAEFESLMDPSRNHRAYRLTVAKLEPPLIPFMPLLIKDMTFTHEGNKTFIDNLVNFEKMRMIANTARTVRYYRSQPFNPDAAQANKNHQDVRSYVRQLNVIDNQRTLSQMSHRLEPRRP
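In this primary screen, activation is scored as increased exchange of BODIPY-GDP from Rap1B by 100 nM EPAC2, with 50 uM GDP as competitor. Signal is normalized to the 6.5 mM cAMP agonist control.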
EPAC2 antagonist: qHTS for Antagonist of cAMP-regulated guanine nucleotide exchange factor 2 (EPAC2): primary screen. 360,000 compounds, 0.18% hits. Potency, µM (highest dose often 114 µM), for inactives: at the top dose activity, negative = inhibition, hits mostly inhibitors. EPAC2 GEF exchange of Rap1B-BODIPY-GDP, fluorescence. Rap guanine nucleotide exchange factor 4 (Homo sapiens), Q8WZA2; also: potency is read from the fitted curve at half-maximal effect; % is scaled to controls: 0 for no effect and ±100 for the full control effect; nearly all actives have a fitted effect of over 45% in size; many of its hits are not listed in these tables
A549 viability: Nrf2 qHTS screen for inhibitors: counterscreen for cytotoxicity | A549 ARE-Fluc cells, CellTiter-Fluor viability, 18-24 h | Potency, µM (highest dose often 46 µM), inactives show at the highest dose activity change, negative = cytotoxicity, hits mostly inhibitors | 390,000 compounds, 0.16% hits | AID 504648, 2011; also: potency is read from the fitted curve at half-maximal effect; % is scaled to controls: 0 for no effect and ±100 for the full control effect
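Cytotoxicity counterscreen: CellTiter-Fluor fluorescence was measured in A549 ARE_Fluc cells after 18-24 h of compound exposure in a concentration series. The subsequent BugLite luminescent read reports ARE-luciferase activity.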
CCT modulator: High-Throughput Screening for Modulators of Cytosolic Chaperonin Activity | 360,000 compounds, 0.3% hits | purified chaperonin ATPase assay, HTRF ADP detection, 30 min | activity change, % (no concentration beside the values), hits read low | AID 651819, 2012; in the data active = activity change below about -30%; also: % is scaled to controls: 0 for no effect and ±100 for the full control effect
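TRiC at 40 or 20 nM final (batch-dependent) in 30 mM Tris pH 7.4, 100 mM KCl, 5 mM MgCl2, 1 mM DTT, with compound at single 76 uM and 10 uM ATP, 30 min at 37 deg C. ADP detected by HTRF Transcreener, 665/615 ratio.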
Active calls of the source: *. Unless noted, calls follow the shape of the dose curve; as a rule, active = well fitted curve in the direction sought with a large enough effect; inconclusive = small, poorly fitted or top-dose-only effect, or another doubt; inactive = no such curve, though single readings can be large; an effect the other way counts as inactive or inconclusive.

For COc1ccc(C(=O)Nc2ccc(S(=O)(=O)Nc3cc(C)nc(C)n3)cc2)cc1OC the results were Nrf2 block -14%, MmCpn inh 4%, Nrf2 ARE act -0.3%, TGFb SMAD3 inh 8%, Akt phos inh inactive, EPAC2 agonist 3%, EPAC2 antagonist 11%, A549 viability 8% and CCT modulator -1.4.
`CCc1noc(C)c1C(=O)OCC(=O)c1ccc(NC(=O)CC(C)C)cc1` gave Nrf2 ARE act -0.9%, TGFb SMAD3 inh -13%, Akt phos inh inactive, EPAC2 agonist -11%, EPAC2 antagonist -11% and CCT modulator -1.4.
For Cc1sc2ncnc(N3CCN(S(=O)(=O)c4ccccc4)CC3)c2c1C the results were Nrf2 block inconclusive, MmCpn inh 1%, Nrf2 ARE act 0.3%, TGFb SMAD3 inh -10%, Akt phos inh inactive, EPAC2 agonist 11%, EPAC2 antagonist 3%, A549 viability 0% and CCT modulator -0.9.
`COc1ccc(CCNC(=O)c2ccccc2NC(=O)C2=C(C)OCCS2)c(OC)c1` gave Nrf2 block -6%, MmCpn inh 1%, Nrf2 ARE act 2.6%, TGFb SMAD3 inh 3%, Akt phos inh inactive, EPAC2 agonist 6%, EPAC2 antagonist 0%, A549 viability 2% and CCT modulator -0.8.
Screening CC(c1ccon1)N(C)Cc1cn(Cc2ccccc2)nc1-c1ccc2c(c1)OCO2 (stereo not drawn) returned Nrf2 block -17%, MmCpn inh 2%, Nrf2 ARE act 6.5%, TGFb SMAD3 inh 0%, Akt phos inh inactive, EPAC2 agonist 11%, EPAC2 antagonist 4%, A549 viability -1% and CCT modulator -3.5.
Screening Cc1cc(C(=O)NC2CCCc3c2cnn3-c2cccc(C)c2C)c(C)o1 (stereo not drawn) returned Nrf2 block 3.7µM*, MmCpn inh -1%, Nrf2 ARE act -0.9%, TGFb SMAD3 inh 0%, Akt phos inh inactive, EPAC2 agonist -5%, EPAC2 antagonist -3%, A549 viability -15% and CCT modulator 1.7.
`CC(C)CCNC1c2ccccc2C(=O)N1Cc1ccccc1` (stereo not drawn) gave Nrf2 block -22%, MmCpn inh -2%, Nrf2 ARE act -0.1%, TGFb SMAD3 inh -12%, Akt phos inh inactive, EPAC2 agonist -3%, EPAC2 antagonist inconclusive, A549 viability 1% and CCT modulator -0.3.
O=C(Nc1cccc(S(=O)(=O)N2CCOCC2)c1)c1ccc(N2CCCC2=O)cc1 was read as Nrf2 block inconclusive, MmCpn inh -16%, Nrf2 ARE act -0.4%, TGFb SMAD3 inh 4%, Akt phos inh inactive, EPAC2 agonist 2%, EPAC2 antagonist 5%, A549 viability 4% and CCT modulator -0.3.
COc1ccccc1N1CCN(S(=O)(=O)c2cn(C)cn2)CC1 was read as Nrf2 block inconclusive, MmCpn inh 0%, Nrf2 ARE act -0.6%, TGFb SMAD3 inh 5%, Akt phos inh inactive, EPAC2 agonist 8%, EPAC2 antagonist 0%, A549 viability 0% and CCT modulator -0.8.
`COc1ccc(NS(=O)CCCc2ccccc2)cc1` (stereo not drawn) gave Nrf2 ARE act 4.0%, TGFb SMAD3 inh -2%, Akt phos inh inactive, EPAC2 agonist 6%, EPAC2 antagonist 6% and CCT modulator 1.4.
O=C1C(Cc2cccc([N+](=O)[O-])c2)SC(=Nc2ccccc2)N1c1ccccc1 (stereo not drawn) was read as Nrf2 block -5%, MmCpn inh 0%, Nrf2 ARE act -0.5%, TGFb SMAD3 inh 0%, Akt phos inh inactive, EPAC2 agonist 1%, EPAC2 antagonist 3%, A549 viability 0% and CCT modulator -3.5.
Screening CCCN1CCN(C(=S)NCc2ccc(Cl)cc2)CC1 returned Nrf2 block -3%, MmCpn inh 1%, Nrf2 ARE act -0.4%, TGFb SMAD3 inh 2%, Akt phos inh inactive, EPAC2 agonist -5%, EPAC2 antagonist -1%, A549 viability 0% and CCT modulator -0.4.
For O=C(NCc1ccccn1)C(F)(F)C(F)(F)C(=O)NCc1ccccn1 the results were Nrf2 block 13%, MmCpn inh 2%, Nrf2 ARE act 0.2%, TGFb SMAD3 inh 0%, Akt phos inh inactive, EPAC2 agonist 3%, EPAC2 antagonist 9%, A549 viability -1% and CCT modulator 0.9.
`Cc1ccc(C2C(C#N)=C(N)Oc3n[nH]c(-c4cccnc4)c32)o1` (stereo not drawn) gave Nrf2 block -2%, MmCpn inh 0%, Nrf2 ARE act 26%, TGFb SMAD3 inh -13%, Akt phos inh inactive, EPAC2 agonist -5%, EPAC2 antagonist -21%, A549 viability -5% and CCT modulator 0.3.
Screening c1ccc(OCc2cc(-c3ccccc3)no2)cc1 returned Nrf2 block inconclusive, MmCpn inh 0%, Nrf2 ARE act 0.3%, TGFb SMAD3 inh 3%, Akt phos inh inactive, EPAC2 agonist 16%, EPAC2 antagonist 5%, A549 viability -3% and CCT modulator -3.9.
For Cc1cccc(OC(C)C(=O)N2CCC(c3nc4ccccc4o3)CC2)c1C (stereo not drawn) the results were Nrf2 block inconclusive, Nrf2 ARE act 6.2%, TGFb SMAD3 inh -22% and A549 viability -4%.
For CC(C)OCCCNC1=C(Cl)C(=O)c2ccccc2C1=O the results were Nrf2 block inconclusive, MmCpn inh -6%, Nrf2 ARE act 26%, TGFb SMAD3 inh inconclusive, Akt phos inh inactive, EPAC2 agonist 2%, EPAC2 antagonist -11%, A549 viability -18% and CCT modulator 0.4.
`CCc1ccc(N2CC(C(=O)Nc3ccc(S(=O)(=O)Nc4ncccn4)cc3)CC2=O)cc1` (stereo not drawn) gave Nrf2 block -5%, MmCpn inh 0%, Nrf2 ARE act -0.4%, TGFb SMAD3 inh -2%, Akt phos inh inactive, EPAC2 agonist 4%, EPAC2 antagonist 0%, A549 viability 1% and CCT modulator -3.0.
For CC(NS(=O)(=O)CCNC(=O)c1ccccc1)c1ccccc1 (stereo not drawn) the results were Nrf2 block -4%, MmCpn inh 1%, Nrf2 ARE act -0.1%, TGFb SMAD3 inh 0%, Akt phos inh inactive, EPAC2 agonist 3%, EPAC2 antagonist 1%, A549 viability 2% and CCT modulator -0.9.
CCN(C[C@H]1N[C@@](CC)(C(=O)OC)[C@H]2C(=O)N(Cc3ccccc3)C(=O)[C@@H]12)S(=O)(=O)c1ccc(C(C)(C)C)cc1 was read as Nrf2 block inconclusive, MmCpn inh 1%, Nrf2 ARE act -0.5%, TGFb SMAD3 inh 28%, Akt phos inh inactive, EPAC2 agonist 1%, EPAC2 antagonist 1%, A549 viability 11% and CCT modulator 0.3.

Brought forward from above: 2 compounds, followed by the next part.
For CC(NS(=O)(=O)CCNC(=O)c1ccccc1)c1ccccc1 (stereo not drawn) the results were Nrf2 block -4%, MmCpn inh 1%, Nrf2 ARE act -0.1%, TGFb SMAD3 inh 0%, Akt phos inh inactive, EPAC2 agonist 3%, EPAC2 antagonist 1%, A549 viability 2% and CCT modulator -0.9.
CCN(C[C@H]1N[C@@](CC)(C(=O)OC)[C@H]2C(=O)N(Cc3ccccc3)C(=O)[C@@H]12)S(=O)(=O)c1ccc(C(C)(C)C)cc1 was read as Nrf2 block inconclusive, MmCpn inh 1%, Nrf2 ARE act -0.5%, TGFb SMAD3 inh 28%, Akt phos inh inactive, EPAC2 agonist 1%, EPAC2 antagonist 1%, A549 viability 11% and CCT modulator 0.3.
`COc1ccccc1CCNC(=O)CN1C(=O)NC2(CCCC2)C1=O` gave Nrf2 block -4%, MmCpn inh 0%, Nrf2 ARE act -0.7%, TGFb SMAD3 inh -5%, Akt phos inh inactive, EPAC2 agonist 18%, EPAC2 antagonist 15%, A549 viability -6% and CCT modulator 1.0.
C=CCN(C(=O)CCC(=O)Nc1cc(C)on1)C(C(=O)NC1CCCC1)c1ccc(OC)c(OC)c1 (stereo not drawn) was read as Nrf2 block 0%, MmCpn inh 3%, Nrf2 ARE act -0.4%, TGFb SMAD3 inh -7%, Akt phos inh inactive, EPAC2 agonist -4%, EPAC2 antagonist -1%, A549 viability -1% and CCT modulator -1.8.
`O=C(CN1CCCc2ccccc21)N/N=C/c1c(O)ccc2ccccc12` gave Nrf2 block inconclusive, MmCpn inh 0%, Nrf2 ARE act 2.3%, TGFb SMAD3 inh 0%, Akt phos inh inactive, EPAC2 agonist 16%, EPAC2 antagonist 15%, A549 viability -11% and CCT modulator -1.3.
Screening O=C(c1cc2nc(-c3ccc(F)cc3)cc(C(F)(F)F)n2n1)N1CCOCC1 returned Nrf2 block inconclusive, MmCpn inh 0%, Nrf2 ARE act 1.4%, TGFb SMAD3 inh 0%, Akt phos inh inactive, EPAC2 agonist 17%, EPAC2 antagonist 8%, A549 viability 5% and CCT modulator -2.2.
`Cc1ccc(CN(C(=O)c2ccc(C(C)(C)C)cc2)c2ccccn2)o1` gave Nrf2 block inconclusive, Nrf2 ARE act 9.7%, TGFb SMAD3 inh inconclusive and A549 viability 2%.
Screening Cc1c(CNCCCc2ccccc2)c(C(=O)O)c(C)n1Cc1ccccc1 returned Nrf2 block -9%, MmCpn inh 1%, Nrf2 ARE act -0.3%, TGFb SMAD3 inh 1%, Akt phos inh inactive, EPAC2 agonist -5%, EPAC2 antagonist 2%, A549 viability 1% and CCT modulator -2.4.

Some of the compounds tested; count on the stated rates, not on these rows.
